Assay outcomes deposited in PubChem BioAssay by National Center for Advancing Translational Sciences (NCATS).
ATXN viability: cell viability loss in ATXN counter-screen | AID 651635 | Potency, µM (doses to about 56.7 µM), usual class: cytotoxic | actives 0.49% (n = 400,000) | S2 cells (HEK-293 line with an ATXN2-luciferase reporter) viability, CellTiter-Fluor protease fluorescence, 24 h; note: potency is the fitted concentration of half-maximal effect; nearly all actives have a fitted effect of over 40% in size
A549 viability: A549 cytotoxicity, counter-screen for Nrf2 inhibitors; A549 ARE-Fluc cells, CellTiter-Fluor viability, 18-24 h; Potency, µM (doses to about 46 µM), for the others: at the highest dose activity change, negative = cytotoxicity, actives largely listed as inhibitors; actives 0.16% (n = 390,000); AID 504648; note: potency is the fitted concentration of half-maximal effect; % is set by controls: 0 for no effect and ±100 for the full control effect
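Cytotoxicity counterscreen: CellTiter-Fluor fluorescence was measured in A549 ARE_Fluc cells after 18-24 h of compound exposure in a concentration series. The subsequent BugLite luminescent read reports ARE-luciferase activity.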
TGFb inhibitor: TGF-b pathway inhibition; HepG2 CAGA-GFP TGF-b/SMAD3 reporter, GFP fluorescence, 18 h; TGF-beta stimulated, 500 pg/mL final; actives 1.2% (n = 410,000); AID 588855; Potency, µM (top dose mostly 46.1 µM), for inactives: top-dose activity, negative = inhibition, usual class: inhibitors; note: potency is the fitted concentration of half-maximal effect; % is set by controls: 0 for no effect and ±100 for the full control effect; nearly all actives have a fitted effect of over 65% in size
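Read-out: total well GFP (ex488/em500-530) summed from mean per-cell fluorescence. Cells: HEPG2 CAGA-GFP, 1% FBS DMEM, 18 h at 37 degrees C with 500 pg/mL final TGF-beta. Unstimulated wells served as the full-inhibition control; stimulated DMSO wells = 0%.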
pAkt inh: Akt phosphorylation inhibition; Neuro2A IGF-stimulated pAkt S473 HTRF, 20 min; active compounds read low; activity change, % for hits at 50 µM; actives 0.32% (n = 360,000); in the data active = activity change below about -80%; inconclusive = mostly about -51% to -80%; note: % is set by controls: 0 for no effect and ±100 for the full control effect
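Neuro2A cells in DMEM with 0.5% FBS, overnight at 37 deg C, given compound at single 50 µM final, then IGF (6 nM final) for 20 min at 37 deg C. Lysed; phospho-Akt Ser473 by HTRF after 24 h, 665/615 ratio.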
HepG2 viability: counter-screen for TGF-b inhibitors: cytotoxicity in HepG2 cells; HepG2 CAGA-GFP viability, ATP luminescence, 18 h; Potency, µM (series often up to 46.1 µM), inactives show top-dose activity change, negative = cytotoxicity, actives largely listed as cytotoxic; AID 588856; actives 0.76% (n = 410,000); note: potency is the fitted concentration of half-maximal effect; some results filed as inactive show a strong effect at the top dose
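HepG2 CAGA-GFP cells (1000/well, DMEM with 1% FBS) received compound, then TGF-beta at 500 pg/mL final, and were incubated 18 hours at 37 degrees C. Viability was read by CellTiter-Glo luminescence. Media-only wells were set as complete cell-killing and DMSO as no toxicity.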
Nrf2 block: Nrf2 pathway inhibition; A549 ARE-Fluc reporter, luciferase luminescence, 18-24 h; Potency, µM (top dose mostly 46 µM), for the others: at the top dose activity change, negative = inhibition, usual class: inhibitors; actives 2.1% (n = 360,000); AID 504444; note: potency is the fitted concentration of half-maximal effect; % is set by controls: 0 for no effect and ±100 for the full control effect; nearly all actives have a fitted effect of over 60% in size
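In this cell-based qHTS, ARE-driven firefly luciferase in A549 cells reports Nrf2 activity; the luminescent signal after BugLite lysis is the measured value, with a prior CellTiter-Fluor read for cell health.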
CCT modulator: cytosolic chaperonin activity modulation; purified chaperonin ATPase assay, HTRF ADP detection, 30 min; AID 651819; activity change, % (test concentration not listed), hits read low; actives 0.3% (n = 360,000); in the data active = activity change below about -30%; note: % is set by controls: 0 for no effect and ±100 for the full control effect
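We incubate TRiC, 40 or 20 nM final, with library compounds at 76 uM and 10 uM ATP for 30 min at 37 °C. ADP formed is detected with Transcreener HTRF reagents after 30 min at room temperature.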
Nrf2 activator: activators of Nrf2 (ARE) signaling; AREc32 ARE-luciferase reporter (MCF7-derived line), luminescence, 24 h; Potency, µM (titrated, usually from 46.1 µM), for inactives: at the top dose activation, most hits filed as activators; actives 0.31% (n = 410,000); AID 624171; note: potency is the fitted concentration of half-maximal effect; % of control where 0% means no effect; nearly all actives have a fitted effect of over 65% in size
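AREc32 cells carrying an ARE-driven firefly luciferase reporter were seeded at 1000 cells/well in OPTI-MEM with 5% FBS, then exposed to compound for 24 hr at 37 deg C. Luminescence was read with Steady-Glo after 30 min at RT.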
MmCpn inh: blocks the Methanococcus maripaludis chaperonin Mm-Cpn | purified Mm-Cpn ATPase, ADP Transcreener TR-FRET | Potency, µM (highest dose often 76.9 µM), inactives show top-dose activity, negative = inhibition, actives largely listed as inhibitors | actives 0.031% (n = 330,000); note: potency is the fitted concentration of half-maximal effect; % is set by controls: 0 for no effect and ±100 for the full control effect; nearly all actives have a fitted effect of over 80% in size
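Purified archaeal chaperonin (25 nM final) was preincubated with compound for 10 min at 37°C, then ATP (10 uM final) was added for 30 min at 37°C in Tris pH 7.4/KCl/MgCl2/DTT buffer. ADP was quantified by HTRF Transcreener TR-FRET.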
* = called active by the depositor; i = inactive; ? = inconclusive; / = no result given; & = joins results of further samples; [ ] = another dose, or the depositor's remark. Unless noted, calls come from the whole dose curve; as a rule, active = well fitted curve in the direction sought with a large enough effect; inconclusive = small, poorly fitted or top-dose-only effect, or another doubt; inactive = no such curve, though single readings can be large; an effect the other way counts as inactive or inconclusive.

canonical_smiles	ATXN viability	A549 viability	TGFb inhibitor	pAkt inh	HepG2 viability	Nrf2 block	CCT modulator	Nrf2 activator	MmCpn inh
CCCCNC(=O)CSc1nc2nc(C)c(Cc3c(F)cccc3Cl)c(C)n2n1	i	12%	?	/	-13%	-9%[9.27 µM]	/	0.3%	/
COc1ccccc1NC(=O)COC(=O)C1CC(=O)N(c2ccc3c(c2)OCCO3)C1 (centres undefined)	i	0%	9%	i	0%	5%	-0.8	-0.3%	-2%
N#Cc1c(N)nc2c3c(sc(=N)c2c1N)NC(=O)CC3c1ccccc1 (centres undefined)	i	-5%	-5%	i	-32%	10%	-1.1	4.8%	-27%
CCNC(=O)NCCc1c[nH]c2ccc(Cl)cc12	i	-2%	1%	i	3%	?	-0.6	2.0%	1%
O=C(CSc1n[nH]c(=O)n1C1CC1)NCc1ccccc1Cl	i	-1%	2%	i	-3%	8%	-0.1	2.3%	0%
CCC1CN(C(=O)N2CCC(C(=O)NCc3ccc(F)cc3)CC2)c2ccccc2O1 (centres undefined)	i	-12%	12%	i	1%	-5%	-2.8	-0.4%	1%
O=C(O)c1ccc(NS(=O)(=O)c2ccc3c(c2)OCCCO3)cc1	i	1%	-8%	i	-5%	-1%	-2.9	-0.6%	1%
COc1ccc(Cc2nnc(Nc3ccccc3OC)[nH]c2=O)cc1	i	23%	-3%	i	11%	6%	0.8	-0.2%	-1%
CCc1nnc(NC(=O)CSc2nnc(-c3ccoc3C)n2-c2ccc(C)cc2)s1	i	-4%	12%	i	-5%	-16%	-0.4	0.8%	0%
COc1cc(NC(=O)c2ccc(N3CC4CC(C3)c3cccc(=O)n3C4)c(NC(=O)c3ccncc3)c2)cc(OC)c1OC (centres undefined)	i	2%	13%	i	3%	11%	-1.8	2.3%	1%
Cc1ccc(Nc2nc3ccc(C)cc3nc2-n2nc(C)cc2C)c(C)c1	i	2%	20%	/	7%	12%	/	-0.7%	/
COc1cc(/C=N/NC(=O)CCn2nc(C)cc2C)ccc1O	i	-2%	1%	i	-5%	-26%	-1.7	-1.4%	0%
CC(C)(C)OC(=O)N1CCC[C@H]1C(=O)N/N=C/c1cccc2nccnc12	i	4%	7%	i	42%	8%	-0.5	3.8%	-1%
COc1ccc(C2(c3ccc(OC)cc3)NC(=O)N(Cn3nnc4ccccc4c3=O)C2=O)cc1	i	-14%	-14%	i	-20%	?	-1.0	0.3%	-7%
CCOC(=O)C1CCC(CNCc2ccccc2C)CC1 (centres undefined)	i	0%	0%	i	-6%	5%	1.1	-0.7%	0%
N#C/C(=C\c1ccccc1)C(=O)Nc1cc(S(=O)(=O)N2CCOCC2)ccc1N1CCCC1	i	2%	-11%	i	-4%	?	-1.5	-0.8%	1%
CCn1c(/C=C/c2ccc([N+](=O)[O-])o2)nc2ccccc2c1=O	?	?	?	i	-110%	-2%	0.3	-0.9%	-1%
Cc1ccc(-n2c(N)c(C(=O)NCc3cccnc3)sc2=S)cc1	i	-5%	-16%	i	-11%	?	-0.2	0.3%	-3%
C=CCNC(=O)c1cnc(-c2ccccc2)nc1-c1ccccc1	i	7%	9%	i	3%	-1%	-1.1	3.0%	3%
Fc1ccccc1Cc1noc(CN2CCCC(CN3CCOCC3)C2)n1 (centres undefined)	i	4%	1%	i	5%	1%	-2.5	-0.3%	-3%
CCC1(C)CC(c2csc(N)n2)CCO1 (centres undefined)	i	-1%	-1%	i	-6%	0%	-0.6	-0.6%	/
CC(=O)Nc1ccc(/C(C)=N/NC(=O)C2CC2c2ccccc2)cc1 (centres undefined)	i	2%	3%	i	1%	-10%	-1.1	-0.6%	-1%
COc1ccc(-c2cc(C(=O)N3CC4(C)CC3CC(C)(C)C4)no2)cc1OC (centres undefined)	i	?	14%	i	9%	?	1.8	0.2%	-2%
CCCc1n[nH]c(=S)n1Cc1ccco1	i	8%	-6%	i	-18%	5%	0.1	0.1%	1%
C#CCNC(=O)c1cccn1-c1ncc(C(F)(F)F)cc1Cl	i	6%	-2%	i	-3%	-6%	0.4	2.2%[9.22 µM]	-1%

(cont.)
Values in the order: ATXN viability, A549 viability, TGFb inhibitor, pAkt inh, HepG2 viability, Nrf2 block, CCT modulator, Nrf2 activator, MmCpn inh
CN(Cc1c(F)cccc1Cl)C(=O)c1ccc(NS(=O)(=O)c2ccc3[nH]c(=O)[nH]c3c2)cc1
    i, 0%, -1%, i, -15%, 0%, 1.1, -0.4%, 0%
CCN(CC)C1CCN(C(=O)CCn2nnnc2CN2CCOCC2)C1 (centres undefined)
    i, 5%, -12%, i, 6%, -1%, -1.4, 0.3%, 1%
O=C(Nc1ccc(Cl)c(S(=O)(=O)N2CCOCC2)c1)C1CCC1
    i, 3%, -8%, i, -11%, -13%, 0.1, -0.6%, 1%
O=C(COC(=O)c1ccc(OC(F)F)cc1)Nc1cccc(S(=O)(=O)NC2=NCCC2)c1
    i, 2%, 2%, i, 5%, 0%, 1.2, -0.1%, 1%
O=c1c(O)cccc2cc(O)c(O)c(O)c12
    i, -18%, ?, i, -2%, 0%, -2.3, -0.3%, -6%
CCCCn1nc2cc(C(=O)NCc3ccc4c(c3)OCO4)ccc2c1OCC
    i, -8%, -3%, i, 4%, -11%, -1.6, -0.4%, -6%
CCN(CC)CCNC(=O)C1c2ccccc2Oc2ccccc21
    i, 0%, 2%, i, 4%, 11%, -7.6, -0.2%, 0%
CC(C)C[C@H]1COc2cc(N3CCC[C@H]3CO)ccc2S(=O)(=O)N1
    i, /, /, i, /, /, -1.0, -1.0%, /
O=C(CSc1nc(-c2ccccc2)cs1)Nc1ccccc1[N+](=O)[O-]
    i, 7%, ?, i, -30%, -8%, 0.7, 8.3%, -4%
CCN1CCN(C(=S)c2ccc(OCC(=O)Nc3ccc(OC)cc3)cc2)CC1
    i, 0%, -16%, i, -4%, ?, -11, 0.1%, /
Cc1ccc(OCc2cc(C(=O)NC(C)Cc3cnccn3)no2)cc1C (centres undefined)
    i, 1%, 2%, i, -2%, 5%, -1.7, 0.0%, 3%
COc1ccc(N(C(=O)c2ccccc2OC(C)=O)C(C)C2CC2)cc1 (centres undefined)
    i, 1%, 3%, i, -13%, 5%, -2.8, 0.8%, /
CCN(CC)S(=O)(=O)c1cccc(NC(=O)c2ccc(SC)cc2OC)c1
    ?, 10%, ?, i, -37%, -29%, 0.6, 2.6%, 2%
CC(C)(C)c1ccc(-n2ncc3c2CCCC3NC(=O)CCCn2cncn2)cc1 (centres undefined)
    i, -1%, -5%, i, -20%, -18%, -1.0, -0.2%, -3%
COC(=O)CSc1nc2ccc(NC(C)=O)cc2s1
    ?, 6%, -2%, i, 1%, ?, -1.0, 0.0%, 1%

Look-ups from above.
CN(Cc1c(F)cccc1Cl)C(=O)c1ccc(NS(=O)(=O)c2ccc3[nH]c(=O)[nH]c3c2)cc1 in Nrf2 block reads 0%
O=C(Nc1ccc(Cl)c(S(=O)(=O)N2CCOCC2)c1)C1CCC1 in HepG2 viability reads -11%
COc1ccc(N(C(=O)c2ccccc2OC(C)=O)C(C)C2CC2)cc1 (centres undefined) in TGFb inhibitor reads 3%
COC(=O)CSc1nc2ccc(NC(C)=O)cc2s1 in Nrf2 activator reads 0.0%

(list continues)
Values in the order: ATXN viability, A549 viability, TGFb inhibitor, pAkt inh, HepG2 viability, Nrf2 block, CCT modulator, Nrf2 activator, MmCpn inh
COc1ccccc1OCCNC(=O)C(=O)c1c[nH]c2ccccc12
    i, 0%, 1%, i, -24%, 4%, -1.6, 3.6%, 0%
CCOc1ccc(C(=O)N[C@H](C(=O)Nc2ccc(OC)c(S(=O)(=O)N3CCOCC3)c2)C(C)C)cc1
    i, 2%, -16%, i, 4%, -17%, 0.3, -0.6%, 0%
COc1ccc(-n2ccc(=O)c3c2CCCC3=O)cc1
    i, -10%, 31%[activator], i, 0%, 26%, -2.2, -0.1%, -2%
COC(=O)c1ccc(NC(=O)CCS(=O)(=O)c2ccc(Br)s2)cc1
    i, -10%&-4%, -25%&-9%, i, -20%&1%, -20%&-4%, -2.0, 4.3%&3.7%, 0%
CCCc1nc(SCc2ccc(OCC)cc2)n[nH]1
    i, 8%, -4%, i, -18%, 50%, -1.1, -0.4%, -1%

In another format: 2 of the compounds above
> CCN(CC)C1CCN(C(=O)CCn2nnnc2CN2CCOCC2)C1 (centres undefined)
  ATXN viability: i; A549 viability: 5%; TGFb inhibitor: -12%; pAkt inh: i; HepG2 viability: 6%; Nrf2 block: -1%; CCT modulator: -1.4; Nrf2 activator: 0.3%; MmCpn inh: 1%

> O=C(Nc1ccc(Cl)c(S(=O)(=O)N2CCOCC2)c1)C1CCC1
  ATXN viability: i; A549 viability: 3%; TGFb inhibitor: -8%; pAkt inh: i; HepG2 viability: -11%; Nrf2 block: -13%; CCT modulator: 0.1; Nrf2 activator: -0.6%; MmCpn inh: 1%
